# EBI2 antag: antagonists of human EBI2 receptor. P32249. EBI2 beta-arrestin recruitment, luminescence, 7a,25-OHC stimulated. inhibition, % at 5 µM. 0.81% of 360,000 active. AID 651636; in the data active means inhibition above about 38%;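 further: enzyme fragment complementation signal reports receptor beta-arrestin coupling in cells; 0% = agonist plus DMSO wells and 100% = wells without agonist; some results beyond the cut were filed as inactive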
# Target sequence (P32249 whole entry, looked up, the tested form may be a part): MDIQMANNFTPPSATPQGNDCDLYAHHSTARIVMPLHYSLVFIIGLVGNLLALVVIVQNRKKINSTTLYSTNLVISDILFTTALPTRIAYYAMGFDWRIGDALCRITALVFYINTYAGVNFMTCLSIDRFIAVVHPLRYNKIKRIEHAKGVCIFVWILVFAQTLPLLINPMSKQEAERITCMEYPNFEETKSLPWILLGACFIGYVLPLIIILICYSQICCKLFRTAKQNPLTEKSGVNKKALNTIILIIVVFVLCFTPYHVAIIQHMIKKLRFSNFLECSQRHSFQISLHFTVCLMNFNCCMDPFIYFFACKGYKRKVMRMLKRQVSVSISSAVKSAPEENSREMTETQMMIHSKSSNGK
# UPR CHOP act: apoptotic UPR (CHOP) activation; CHO-CHOP luciferase reporter, luminescence; percent of tunicamycin response over DMSO baseline; activation, % at 10 µM; 0.34% of 330,000 active; AID 449763;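 active means at 10 µM dose, activation of 40% or more, normalized to positive control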;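 further: 100% = tunicamycin at 10 µg/mL and 0% = DMSO alone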
#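 System: CHO-CHOP luciferase reporter cell line; amount: 500 cells/well; buffer or medium: F12 medium containing 10% fetal bovine serum; incubation: 6 h compound exposure at 37 °C after overnight seeding; measured by: luciferase luminescence after 10 min with Steady-Glo reagent; evaluation: % reporter activation, DMSO baseline versus tunicamycin full activation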
# CXCR6 inh: CXCR6 (human) receptor inhibition; 0.36% of 360,000 active; CHO-K1 PathHunter CXCR6 beta-arrestin, luminescence; O00574; AID 602244; inhibition, % at 20 µM; in the data active means inhibition above about 34%, passing the limit was not always enough;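 further: antagonist mode with CXCL16 agonist at 10 nM final; 0% = 10 nM CXCL16 with DMSO and 100% = unstimulated wells without agonist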
# Target sequence (O00574 whole entry, looked up): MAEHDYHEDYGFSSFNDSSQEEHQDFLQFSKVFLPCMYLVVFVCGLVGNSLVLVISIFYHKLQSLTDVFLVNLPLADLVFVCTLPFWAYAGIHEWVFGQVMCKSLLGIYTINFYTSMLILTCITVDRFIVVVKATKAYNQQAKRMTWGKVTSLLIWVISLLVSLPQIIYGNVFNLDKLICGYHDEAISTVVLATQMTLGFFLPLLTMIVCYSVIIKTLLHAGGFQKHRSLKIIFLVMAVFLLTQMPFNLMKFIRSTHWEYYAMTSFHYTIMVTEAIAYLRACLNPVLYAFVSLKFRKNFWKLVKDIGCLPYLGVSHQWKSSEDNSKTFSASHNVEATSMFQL
# Jurkat NFkB inh: lowers PMA/ionomycin-induced NF-kB signal in Jurkat cells; PMA/ionomycin-induced NF-kB luciferase reporter, luminescence; inhibition, % at 4 µM; 0.53% of 330,000 active; AID 435003; in the data active means inhibition above about 50%
# Mdm2-MdmX inh: human Mdm2/MdmX binding inhibition | O15151+Q00987 | SaOS-2 split-luciferase Mdm2/MdmX complementation, luminescence | inhibition, % at 8 µM | 3% of 330,000 active | AID 485346;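 active means inhibition of at least 50% at 8 µM in the primary screen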
# CCR6 antag: antagonists of human CCR6 receptor; P51684; CHO-K1 CCR6 PathHunter beta-arrestin, luminescence, CCL20-stimulated; inhibition, % at 20 µM; 0.49% of 340,000 active; AID 493098;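 active means compounds whose inhibition of the agonist-driven luminescence signal at 20 µM reaches about 50%, limit read from the data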;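 further: cells stimulated with CCL20 at 14 nM final; plate controls were DMSO with CCL20 for no effect and DMSO without agonist for full effect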
# Target sequence (P51684 whole entry, looked up): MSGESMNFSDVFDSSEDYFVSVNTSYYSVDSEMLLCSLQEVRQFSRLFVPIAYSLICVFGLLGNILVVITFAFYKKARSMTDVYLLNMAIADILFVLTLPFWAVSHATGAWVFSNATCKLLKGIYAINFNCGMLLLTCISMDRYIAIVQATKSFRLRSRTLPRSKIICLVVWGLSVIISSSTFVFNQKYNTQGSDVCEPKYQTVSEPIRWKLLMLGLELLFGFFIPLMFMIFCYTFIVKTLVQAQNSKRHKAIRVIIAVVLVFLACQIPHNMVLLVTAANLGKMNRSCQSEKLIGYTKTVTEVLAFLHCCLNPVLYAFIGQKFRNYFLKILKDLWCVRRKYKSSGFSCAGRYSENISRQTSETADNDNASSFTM
# UPR XBP1 act: adaptive UPR (XBP1) activation. CHO-XBP1 luciferase reporter, IRE1-XBP1 UPR activation, luminescence; percent of tunicamycin response, DMSO as zero. activation, % at 20 µM. 0.33% of 330,000 active;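 active means versus positive control, 20 µM dose yields 30% or more activation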;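 further: 100% = tunicamycin at 10 µg/mL and 0% = DMSO only wells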
#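 Material: CHO cell line with stable XBP1 luciferase reporter; buffer or medium: F12 medium containing 10% fetal bovine serum; compound: single point, 20 µM final compound, 1% DMSO; incubation: 6 h treatment, 37 °C; measured by: glow luminescence from Steady-Glo reagent; evaluation: activation, % of tunicamycin; control set: tunicamycin high, DMSO low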
# 697 NFkB inh: inhibitors of the PMA/ionomycin-induced NF-kB reporter in 697 B cells | 697 B-cell NF-kB luciferase reporter, 16 h | inhibition, % at 4 µM | 0.33% of 330,000 active | AID 435022; in the data active means inhibition above about 35%
# Gli-Sufu antag: antagonists of Gli-Sufu signaling; inhibition, % at 5 µM; 0.74% of 340,000 active; Sufu-KO-LIGHT fibroblasts, Gli luciferase reporter luminescence;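 active means inhibition above about 55%, limit read from the data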;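 further: 0% = DMSO-treated cells and 100% = wells with medium but no cells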
# Numbers without * were called inactive; x = not tested or not shown.
1. CC(C)(CN1CCCC1)NC(=O)C1CCC(=O)N(CCCN2CCOCC2)C1 (stereo unspecified)
2. CC1CCCN(C(c2ccccc2)c2sc3ncnn3c2O)C1 (stereo unspecified)
3. CCOc1ccc(-c2ncncc2-c2ccccc2OC)c(O)c1
4. CCOC(=O)c1c(N2C(=O)C3C4C=CC(C4)C3C2=O)sc2c1CCC(C)C2 (stereo unspecified)
5. N#CC1=C(N)SC(N)=C(C#N)C1CCc1ccccc1
6. CCOc1ccc(NS(=O)(=O)c2ccc(NC(=O)c3ccccc3C(=O)O)cc2)cc1
7. O=c1c2ccccc2ncn1CCCOc1ccccc1[N+](=O)[O-]
8. OCCC1CN(Cc2nc(-c3ccccc3)cs2)CCN1C1CCCC1 (stereo unspecified)
9. Cc1ccc(OC(C)C(=O)Nc2ccc(S(=O)(=O)Nc3cc(C)on3)cc2)cc1 (stereo unspecified)
10. CCOC(=O)C1=C(O)C(=O)N(Cc2cccnc2)C1c1ccc(C)cc1 (stereo unspecified)
Compound,1,2,3,4,5,6,7,8,9,10
EBI2 antag,-12,-9,0,1,5,-3,-3,6,-4,-20
UPR CHOP act,-1.0,0.2,-0.6,1.3,0.2,-2.0,3.6,0.5,-0.1,-0.4
CXCR6 inh,-3,7,-2,-9,-3,5,-10,0,-1,-3
Jurkat NFkB inh,1,11,-14,-5,17,-7,-92,0,-4,-14
Mdm2-MdmX inh,6,-12,31,11,5,6,-84,-7,1,-22
CCR6 antag,-16,11,13,0,6,-3,-17,-2,-6,6
UPR XBP1 act,-2,-3,0,-3,-1,-1,5,-2,0,0
697 NFkB inh,7,8,-10,13,-3,13,-92,11,9,7
Gli-Sufu antag,-8,4,0,2,16,-10,-51,8,5,-1

# 7 entries out of the list above, arranged by their value in Jurkat NFkB inh, lowest first.
cpd	mol	EBI2 antag	CXCR6 inh	Jurkat NFkB inh	Mdm2-MdmX inh	CCR6 antag	UPR XBP1 act	697 NFkB inh
3	CCOc1ccc(-c2ncncc2-c2ccccc2OC)c(O)c1	0	-2	-14	31	13	0	-10
6	CCOc1ccc(NS(=O)(=O)c2ccc(NC(=O)c3ccccc3C(=O)O)cc2)cc1	-3	5	-7	6	-3	-1	13
4	CCOC(=O)c1c(N2C(=O)C3C4C=CC(C4)C3C2=O)sc2c1CCC(C)C2 (stereo unspecified)	1	-9	-5	11	0	-3	13
9	Cc1ccc(OC(C)C(=O)Nc2ccc(S(=O)(=O)Nc3cc(C)on3)cc2)cc1 (stereo unspecified)	-4	-1	-4	1	-6	0	9
1	CC(C)(CN1CCCC1)NC(=O)C1CCC(=O)N(CCCN2CCOCC2)C1 (stereo unspecified)	-12	-3	1	6	-16	-2	7
2	CC1CCCN(C(c2ccccc2)c2sc3ncnn3c2O)C1 (stereo unspecified)	-9	7	11	-12	11	-3	8
5	N#CC1=C(N)SC(N)=C(C#N)C1CCc1ccccc1	5	-3	17	5	6	-1	-3

# Further structures.
11. CCOC(=O)C(NC(C)=O)C(=O)O (stereo unspecified)
12. COCCCn1cc(C(=O)c2cc(Br)ccc2O)cc(C#N)c1=O
13. C/C(=N\NC(=O)c1nc(C)cc(C)n1)c1ccccc1
14. COC(=O)C1CN(C(=O)C(C)Oc2ccccc2Cl)c2ccccc2O1 (stereo unspecified)
15. COc1ccccc1Cn1c(=S)[nH]c2cc(C(=O)N3CCC(C(N)=O)CC3)ccc2c1=O
16. O=C(NC1CCCCCC1)c1cccs1
17. Cc1ccc(C(=O)NNC(=O)c2ccc(NC(=O)C(C)(C)C)cc2)cc1
18. O=C(NCCNC(=O)c1ccccc1Cl)c1ccco1
19. COc1ccc(N2CCN(C(=O)CCSCc3ccccc3F)CC2)cc1
20. Cn1nc(OC(=O)Nc2ccc(F)cc2)cc1C(F)(F)F
Compound,11,12,13,14,15,16,17,18,19,20
EBI2 antag,-5,-4,-4,-1,-18,-2,3,-7,0,-4
UPR CHOP act,-1.8,-0.7,2.0,-0.1,-1.7,2.2,1.9,-1.0,-0.7,-0.3
CXCR6 inh,-1,9,-2,5,12,-2,7,-1,-6,-9
Jurkat NFkB inh,4,21,-69,-39,7,-25,-2,2,8,-12
Mdm2-MdmX inh,-6,0,-33,-15,-4,-27,3,26,8,-16
CCR6 antag,21,-11,-6,19,17,-3,-1,5,13,-1
UPR XBP1 act,-4,-2,-3,1,-9,1,-2,-7,0,-1
697 NFkB inh,16,-6,-64,-19,-9,6,2,8,1,-12
Gli-Sufu antag,2,7,-39,-3,-14,-18,-12,9,3,4

# Fetched by structure from above (two):
13. C/C(=N\NC(=O)c1nc(C)cc(C)n1)c1ccccc1
20. Cn1nc(OC(=O)Nc2ccc(F)cc2)cc1C(F)(F)F
Compound,13,20
EBI2 antag,-4,-4
UPR CHOP act,2.0,-0.3
CXCR6 inh,-2,-9
Jurkat NFkB inh,-69,-12
Mdm2-MdmX inh,-33,-16
CCR6 antag,-6,-1
UPR XBP1 act,-3,-1
697 NFkB inh,-64,-12
Gli-Sufu antag,-39,4

# Next section
21. OC(C#CCN1CCCC1)c1ccccc1 (stereo unspecified)
22. Cc1cc(C)c2sc(N(CCCN(C)C)C(=O)c3ccc(S(=O)(=O)N4CCc5ccccc5C4)cc3)nc2c1
23. O=C(c1ccco1)N1CCN(C2CC(=O)N(c3ccccc3)C2=O)CC1 (stereo unspecified)
24. Cc1cc(NC(=O)CN(C)CCOc2ccccc2)ccc1Br
25. CCOC(=O)C1CCN(C(=O)CCNC(=O)Cn2cnc3ccccc3c2=O)CC1
26. CC(=C1SC(=S)NC1=O)c1ccccc1
27. COc1ccc(-n2c(Cc3cccn3C)nnc2SCC(=O)Nc2cccc(OC)c2)cc1
28. COCCN(C(=O)CCC(=O)Nc1ccccn1)C(C(=O)NCCC(C)C)c1ccc(OC)cc1 (stereo unspecified)
29. OC(COc1ccc2c(c1)OCO2)CN1CCCC1 (stereo unspecified)
30. COc1ccc(S(=O)(=O)N(Cc2ccccc2)c2ccccc2C(=O)Nc2ccccc2C(=O)NCc2ccco2)cc1
Compound,21,22,23,24,25,26,27,28,29,30
EBI2 antag,-4,-3,-4,7,-1,-6,32,-6,-7,21
UPR CHOP act,-0.6,1.0,-0.6,0.8,-1.1,x,0.6,-1.2,0.8,7.8
CXCR6 inh,-5,-3,3,1,-6,6,-2,6,0,11
Jurkat NFkB inh,-9,15,0,-5,5,x,8,-8,-18,2
Mdm2-MdmX inh,6,99*,5,-10,-34,x,34,4,-10,22
CCR6 antag,14,x,-11,8,3,14,9,10,3,-1
UPR XBP1 act,-3,-9,5,1,-1,x,-1,-1,4,-6
697 NFkB inh,3,1,14,22,-8,x,1,-2,-58,-15
Gli-Sufu antag,-1,x,5,-2,-11,-14,-6,-20,-14,2

31. O=C(O)CCC(=O)Nc1ccc(-c2nnc(-c3ccco3)o2)cc1
32. Cc1nc(Oc2ccc(Cl)cc2)c2oc3ccccc3c2n1
33. Cc1ccc(NC(=O)C(C)Sc2nc3nc(C)cc(C)n3n2)cc1 (stereo unspecified)
34. C[N+]1(C)CC2=Cc3ccccc3CC2C1 (stereo unspecified)
35. O=C(c1cccs1)N1CCCc2ccccc21
36. CCc1nnc(NC(=O)CSc2nc3ccc(OC)cc3[nH]2)s1
37. COc1ccc(NCc2nnc(SCC(=O)c3ccc(C)cc3)o2)cc1
38. CN(C)Cc1ccccc1Sc1cccc2ccccc12
39. N#Cc1c(Nc2ccccc2)c(C=O)c[nH]c1=O
40. CC1=C(C(=O)OCc2ccccc2)C(/C=C/c2ccccc2)N2C(=O)CCSC2=N1 (stereo unspecified)
Compound,31,32,33,34,35,36,37,38,39,40
EBI2 antag,-1,20,-7,8,3,-3,18,7,-7,18
UPR CHOP act,0.7,1.1,-0.7,0.1,0.0,-2.1,0.7,x,0.9,-0.2
CXCR6 inh,-6,2,2,-2,-9,-15,-8,5,5,6
Jurkat NFkB inh,-12,5,-1,-8,-22,5,2,x,-4,-2
Mdm2-MdmX inh,28,27,17,-35,-4,-16,12,x,3,-6
CCR6 antag,6,17,6,6,8,10,2,4,1,17
UPR XBP1 act,0,4,1,-2,-1,-2,2,x,0,-3
697 NFkB inh,6,-15,16,-14,-2,10,-11,x,11,10
Gli-Sufu antag,2,5,-1,4,5,4,-3,6,-1,4

41. CC1(C)Cc2nc3oc4c(NCCCN5CCOCC5)ncnc4c3cc2CO1
42. COC(=O)c1cccc([N+](=O)[O-])c1CS(=O)(=O)c1ccc(C)cc1
43. Cc1cc(C(=O)COC(=O)CC2Sc3ccccc3NC2=O)c(C)n1-c1ccc(Br)cc1 (stereo unspecified)
44. CC(=O)N1CCOc2ccc(S(=O)(=O)N(C)c3ccc(C)cc3)cc21
45. Cc1cc(O)ccc1NC1=CC(=O)CC(C)(C)C1
46. N#C/C(=C\c1c(Cl)cccc1Cl)c1nc2ccccc2o1
47. O=C(NNC(=O)c1ccc(F)c(S(=O)(=O)N2CCOCC2)c1)c1ccc(Br)cc1
48. CCc1nc(C#N)c(N2CCOCC2)o1
49. COc1ccc(Nc2nc(C)cc(C)c2C(N)=O)c(OC)c1
50. O=C(COC(=O)Cc1ccc(S(=O)(=O)N2CCOCC2)s1)NCc1ccc(Cl)cc1
Compound,41,42,43,44,45,46,47,48,49,50
EBI2 antag,-7,-6,1,9,-4,10,-2,-4,3,1
UPR CHOP act,-2.4,1.0,8.1,-0.9,1.8,0.1,-0.8,-2.0,-1.0,-2.4
CXCR6 inh,4,0,-2,-8,-8,-4,-4,7,6,-1
Jurkat NFkB inh,-15,2,6,-12,-10,-10,1,-3,-23,17
Mdm2-MdmX inh,16,9,23,-3,10,82*,30,17,5,2
CCR6 antag,-9,4,15,-3,-8,-2,-1,-5,6,8
UPR XBP1 act,2,-2,-1,-5,0,2,-4,-2,-2,-1
697 NFkB inh,-4,16,-13,-4,-17,-12,9,10,1,9
Gli-Sufu antag,11,-11,-7,-10,-9,-12,-3,1,-4,9

51. O=S1(=O)N=C(N2CCCC2)c2ccccc21
52. Cc1ccc(C(=O)/C=C/Nc2cccc([N+](=O)[O-])c2)o1
53. O=C(NC12CC3CC(CC(C3)C1)C2)C1CC(=O)N(c2ccc(Br)cc2)C1 (stereo unspecified)
54. O=C1Nc2ccccc2S/C1=C/NCc1ccccc1Cl
55. O=C(CC1c2ccccc2Oc2ccccc21)Nc1ccccc1F
56. NS(=O)(=O)c1ccc(CCNC(=O)COC(=O)/C=C/c2cc(Br)ccc2F)cc1
57. COc1ccccc1NC(=O)Cn1nnc(C(=O)Nc2ccccc2)c1N
58. OCc1cn(-c2ccccc2)nc1-c1cccnc1
59. COc1ccc(C(=O)OCC(=O)NCc2ccco2)cc1OC
60. O=C(COC(=O)c1nc(Cl)ccc1Cl)c1ccc(Cl)s1
Compound,51,52,53,54,55,56,57,58,59,60
EBI2 antag,-2,4,51*,-8,15,-7,-3,2,-3,-3
UPR CHOP act,-1.4,x,0.6,-0.1,3.0,2.1,-1.5,-2.2,-1.3,-1.5
CXCR6 inh,7,2,-6,-6,-1,-6,-4,6,1,-1
Jurkat NFkB inh,-15,x,-1,-1,4,-2,-9,-6,6,-17
Mdm2-MdmX inh,8,x,18,20,32,30,-5,4,37,9
CCR6 antag,5,13,-2,14,-6,-6,-2,4,-11,12
UPR XBP1 act,-2,x,-2,-1,-2,2,-1,-1,-3,-3
697 NFkB inh,-2,x,20,-2,6,-1,-25,-4,18,-20
Gli-Sufu antag,-25,-86,-24,-18,2,-31,-8,3,1,2

# Bioassay records from PubChem.
